D2 antag – antagonizes the human D2 dopamine receptor. AID 485344. HEK293 TREx D2 cells, calcium flux, dopamine EC80. hit rate 2% among 340,000. inhibition, % at 10 µM; in the data active = inhibition above about 30%; note: 0% is about no effect
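Antagonism is scored as inhibition of an EC80 dopamine-evoked calcium signal in a force-coupled, tetracycline-inducible HEK293 T-REx D2 line, with compound present 180 s before agonist.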
rTrxR1 inhibitor – rat TrxR1 inhibition. O89049. recombinant rTrxR1, NADPH fluorescence consumption, selenite substrate. Potency, µM (series often up to 114 µM), without a hit: at the highest dose activity change, negative = inhibition, usual class: inhibitors. hit rate 1% among 390,000; note: potency is the fitted concentration of half-maximal effect; % is set by controls: 0 for no effect and ±100 for the full control effect; nearly all actives have a fitted effect of over 65% in size
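Rat TrxR1 (90 nM in the dispensed reagent) was pre-reduced with 400 uM NADPH for 5 min at room temperature, then incubated with compound for 15 min. After 400 uM selenite was added, NADPH fluorescence (Ex 340/Em 450 nm) was followed for 8 min.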
mIDH1 inhibitor – human IDH1 R132H inhibition; hit rate 0.093% among 390,000; IDH1-R132H enzyme, NADPH consumption, diaphorase/resazurin fluorescence; Potency, µM (top dose mostly 76.6 µM), without a hit: at the highest dose activity change, negative = inhibition, most hits filed as inhibitors; note: potency is the fitted concentration of half-maximal effect; % is set by controls: 0 for no effect and ±100 for the full control effect; nearly all actives have a fitted effect of over 65% in size
Target sequence (O75874 whole entry R132H, stated change not applied): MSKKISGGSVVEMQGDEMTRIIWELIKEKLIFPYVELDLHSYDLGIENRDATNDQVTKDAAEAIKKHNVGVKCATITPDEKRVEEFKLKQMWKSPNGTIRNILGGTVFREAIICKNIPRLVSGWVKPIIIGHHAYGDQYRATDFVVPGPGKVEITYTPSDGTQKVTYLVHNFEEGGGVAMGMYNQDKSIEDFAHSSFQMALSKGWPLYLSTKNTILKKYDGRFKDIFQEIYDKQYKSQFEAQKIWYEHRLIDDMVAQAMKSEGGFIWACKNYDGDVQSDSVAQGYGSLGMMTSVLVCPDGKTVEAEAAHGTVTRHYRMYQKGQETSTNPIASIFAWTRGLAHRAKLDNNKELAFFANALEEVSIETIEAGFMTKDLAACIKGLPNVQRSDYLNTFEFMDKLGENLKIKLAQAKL
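IDH1-R132H (0.5 ug/mL) preincubated 30 min with compound, then NADPH (0.016 mM) and alpha-KG (2 mM) added; 80 min at RT, pH 7.5. Remaining NADPH coupled via diaphorase/resazurin to fluorescence (540/590 nm); concentration-response curves normalized to no-enzyme control.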
PI4K2A inh – inhibitors of human PI4K2A; purified PI4K2A, ADP-Glo luminescence, 1 h; hits give low values; hit rate 0.13% among 420,000; Q9BTU6; activity change, negative = inhibition, % at 76.9 µM; in the data active = activity change below about -50%; inconclusive = mostly about -30% to -49%;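 note: -100% = wells without enzyme as full effect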
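ADP-Glo luminescence measured ADP generated by PI4K2A enzyme (4 ug/mL before mixing) with 1.2 mM PI substrate (pre-mix) and 300 microM ATP (pre-mix). Tris pH7.5 buffer with MgCl2, Triton X-100; 1 h reaction at ambient temperature.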
TrxR1 substrate – is turned over as a substrate by rat TrxR1; purified TrxR1 substrate turnover, NADPH consumption readout; Potency, µM (highest dose often 114 µM), for the others: at the top dose activity change, negative = substrate turnover; hit rate 0.01% among 390,000; AID 588456; note: potency is the fitted concentration of half-maximal effect; % is set by controls: 0 for no effect and ±100 for the full control effect; nearly all actives have a fitted effect of over 50% in size
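Rat TrxR1, dispensed at 90 nM, was prereduced with 400 uM NADPH (final) for 5 min at ~22 deg C, then incubated with compound 15 min before 400 uM selenite. A first-read NADPH fluorescence drop versus no-compound background flagged substrates.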
TRHR PAM – allosteric enhancers of human TRH receptor; P34981; hit rate 0.66% among 360,000; TRHR cells, fluo-8 calcium fluorescence, EC20 TRH enhancement; enhancement, % at 2 µM; AID 493056; in the data active = enhancement above about 30%; note: 0% is about no effect
Target sequence (P34981 whole entry, looked up): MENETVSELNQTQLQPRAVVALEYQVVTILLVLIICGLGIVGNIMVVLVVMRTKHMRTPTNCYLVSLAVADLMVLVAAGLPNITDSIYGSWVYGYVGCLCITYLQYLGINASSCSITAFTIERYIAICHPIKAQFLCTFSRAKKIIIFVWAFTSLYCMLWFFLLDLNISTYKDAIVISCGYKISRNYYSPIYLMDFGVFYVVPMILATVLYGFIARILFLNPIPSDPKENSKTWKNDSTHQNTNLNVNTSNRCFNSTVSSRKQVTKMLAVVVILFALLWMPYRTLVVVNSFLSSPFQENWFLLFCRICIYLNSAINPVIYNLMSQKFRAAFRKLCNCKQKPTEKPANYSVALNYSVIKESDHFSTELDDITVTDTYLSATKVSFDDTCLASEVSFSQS
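Enhancer read-out: after compound pinning and an initial kinetic agonist-mode read, an EC20 of TRH (10 nM final) was injected and fluo-8 calcium signal (Ex 480/Em 530) followed at 1 s/cycle for 100 cycles in TRHR-expressing cells.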
TRHR agonist – TRH receptor (human) agonism; P34981; TRHR cells, calcium flux fluo-8, FDSS agonist mode; activation, % at 2 µM; hit rate 0.18% among 360,000; AID 493084; in the data active = activation above about 30%; note: 0% is about no effect
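Read-out: compound-evoked intracellular calcium rise in TRHR cells, fluo-8 dye, kinetic FDSS fluorescence at 1 s/cycle following a 10-cycle baseline. Cells cultured overnight before dye loading (30 min–1.5 h, RT).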
USP1 inh – inhibitors of human USP1/UAF1 deubiquitinase | O94782 | recombinant USP1/UAF1, Ub-Rhodamine cleavage fluorescence | Potency, µM (doses to about 57.1 µM), for the others: at the top dose activity change, negative = inhibition, most hits filed as inhibitors | hit rate 0.23% among 390,000 | AID 743255; note: potency is the fitted concentration of half-maximal effect; % is set by controls: 0 for no effect and ±100 for the full control effect; nearly all actives have a fitted effect of over 60% in size; inactives centre near -12
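USP1/UAF1 complex (1 nM) preincubated 15 min at room temperature with compound, then Ub-Rho substrate (150 nM final) added. Kinetic fluorescence at 480/540 nm over 6 reads at 60 s intervals; 50 mM HEPES pH 7.8, 0.5 mM EDTA, 0.1 mg/ml BSA, 1 mM TCEP, 0.01% Tween-20.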
D2 ag – activates the human D2 dopamine receptor; hit rate 0.53% among 340,000; AID 485358; activation, % at 2 µM; HEK293 T-REx D2 cells, calcium flux agonist mode;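 active = activation over 3 SD above normal in the single-dose calcium agonist read, cut at about 30% in these data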; note: 0% is about no effect
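Agonism scored from kinetic calcium signal (1 read/sec, 180 s) following compound pin transfer, after a 10 s baseline. Cells: HEK293 Trex line expressing inducible D2 receptor coupled to calcium, dye-loaded after overnight culture at 30 C.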
* marks the source's active call; other numbers are inactive results; ? = inconclusive; . = not tested or not shown; & = joins results of further samples; [ ] = another dose, or the depositor's remark. Unless noted, calls come from the whole dose curve; as a rule, active = well fitted inhibition curve with a large enough effect; inconclusive = small, poorly fitted or top-dose-only effect; inactive = no such curve, though single readings can be large or run the other way.

smiles	D2 antag	rTrxR1 inhibitor	mIDH1 inhibitor	PI4K2A inh	TrxR1 substrate	TRHR PAM	TRHR agonist	USP1 inh	D2 ag
Cn1c(=O)c(=O)n(C)c2cc(S(=O)(=O)N3CCCC3C(=O)Nc3ccccc3F)ccc21 (centres undefined)	6.4	9.0%[57.1 µM]	8.6%&0.0%	1.7&-1.4	5.0%[57.1 µM]	-4.5&0.3	-0.1&-0.2	-15.2%&24.5%	-0.7&0.6
CCOC(=O)N1CCN(CC(=O)Nc2ccc(Oc3ccccc3)cc2)CC1	43.3*	15.1%	1.0%	-1.2	1.8%	-1.0	-0.4	-14.2%	56.3*
COc1cccc2cc(C(=O)NCc3ccc(Cl)cc3)c(=O)oc12	-7.3	-13.8%	-5.4%	0.3	-11.9%	10.0	-2.6	?	-0.2
Cc1ccc(C)c(N2CCN(C(=O)c3cc4c(=O)n(Cc5cccs5)ccc4nc3C)CC2)c1	.	27.1%[57.1 µM]	-11.7%	-0.3	6.9%[57.1 µM]	12.4	0.5	-7.8%	-1.4
Cc1ccc(S(=O)(=O)N(Cc2ccc(F)cc2)C(=O)N2CCN(C)CC2)cc1	-3.9	6.1%[57.1 µM]	18.9%	-0.6	6.2%[57.1 µM]	8.3	0.1	-22.4%	-0.5
CCOC(=O)c1ccc(NC(=O)CCS(=O)(=O)c2ccc(Br)s2)cc1	-7.9	-63.8%	1.8%	1.6	8.9%[57.1 µM]	-6.5	0.7	-1.9%	-0.1
CC(NC(=O)COC(=O)/C=C/c1cccc(F)c1)c1ccccc1 (centres undefined)	.	11.0%	13.7%	2.5	-4.4%	.	.	0.3%	.
CCOC(=O)Cc1nnc(NC(=O)C23CC4CC(CC(C4)C2)C3)s1	14.7	20.5%	-5.7%	1.4	3.8%	-5.0	0.9	-20.6%	1.5
O=C(NCCN1CCNC1=O)C1CCC(=O)N(CCc2ccc(Cl)cc2)C1 (centres undefined)	-9.3	15.0%	0.0%	-10.4	12.6%	-7.9	-0.3	-5.2%	0.7
C=CC[C@@H](CC(=O)N[C@@H](CO)Cc1ccccc1)C(=O)N[C@@H](COC(=O)[C@H](CC=C)CC(=O)OC(C)(C)C)Cc1c[nH]c2ccccc12	.	11.7%[57.1 µM]	7.2%	-0.1	-4.1%	.	.	-25.3%	.
Cc1ccc(C(=O)O)cc1NC(=O)CSc1nnc(-c2ccccc2F)n1C1CCCCC1	.	17.8%	7.8%	2.9	-3.6%	.	.	-14.3%	.
CCCOc1ccc(NC(=O)CC2C(=O)N(Cc3ccccc3)C(=S)N2Cc2cccs2)cc1 (centres undefined)	26.1	25.4%	-2.1%	-2.6	0.8%	6.5	0.8	-5.7%	-0.2
Cc1ccc(C)c(CSc2nc3ncccc3[nH]2)c1	.	-10.9%	0.3%	2.3	-13.9%	2.4	-0.8	-9.0%	-2.3
COc1ccccc1NC(=O)c1ccccc1SC	-22.4	20.1%[57.1 µM]	1.4%	0.6	15.3%[57.1 µM]	0.9	0.1	-27.5%	0.4
Cc1cc(C)cc(-n2nnc(C(=O)NCc3ccccc3)c2N)c1	-21.3	10.3%	-2.8%	4.8	-6.3%	7.4	-0.8	-5.5%	-0.7
Cc1cc(=O)c(C(=O)O)cn1Nc1ccc(Cl)cc1	9.2	4.5%	7.3%	0.0	-0.3%	0.0	0.6	-11.5%	0.1
O=C(CSc1nc2ccc(NC(=O)CSc3nnnn3Cc3ccccc3)cc2s1)Nc1ccccc1	-4.7	1.2%	-0.6%	-1.8	-5.5%	-5.4	1.6	-9.2%	1.3
COc1cccc(NC(=O)CN(C)C(=O)CC2CC3CCC2C3)c1 (centres undefined)	.	13.1%	3.0%	-0.9	5.3%	8.2	-0.1	-11.2%	.
O=C(CC(=O)Nc1ccc(Cl)cc1Cl)Nc1ccc(Cl)cc1Cl	4.7	22.7%	0.0%	-0.7	1.2%	8.2	1.0	-20.7%	-0.1
Nc1ncnc2c1ncn2[C@@H]1O[C@H](CNCc2ccc(OCC(=O)Nc3ccccn3)cc2)[C@@H](O)[C@H]1O	.	4.4%	5.8%	1.2	5.1%	.	.	?	.

Single records, from the list above.
CCCOc1ccc(NC(=O)CC2C(=O)N(Cc3ccccc3)C(=S)N2Cc2cccs2)cc1 (centres undefined) is listed with D2 antag = 26.1; rTrxR1 inhibitor = 25.4%; mIDH1 inhibitor = -2.1%; PI4K2A inh = -2.6; TrxR1 substrate = 0.8%; TRHR PAM = 6.5; TRHR agonist = 0.8; USP1 inh = -5.7%; D2 ag = -0.2
Cc1cc(C)cc(-n2nnc(C(=O)NCc3ccccc3)c2N)c1 is listed with D2 antag = -21.3; rTrxR1 inhibitor = 10.3%; mIDH1 inhibitor = -2.8%; PI4K2A inh = 4.8; TrxR1 substrate = -6.3%; TRHR PAM = 7.4; TRHR agonist = -0.8; USP1 inh = -5.5%; D2 ag = -0.7

Continued.
smiles	D2 antag	rTrxR1 inhibitor	mIDH1 inhibitor	PI4K2A inh	TrxR1 substrate	TRHR PAM	TRHR agonist	USP1 inh	D2 ag
CC(C)CC(c1nnnn1Cc1ccco1)N1CCN(C2CCCC2)CC1 (centres undefined)	-16.4	-2.5%	-1.3%	-6.1	5.6%[57.1 µM]	2.1	0.3	-20.5%	0.2
O=C(c1cc2nc(-c3ccc(F)cc3)cc(C(F)(F)F)n2n1)N1CCOCC1	-14.6	18.7%[57.1 µM]	1.2%	-0.1	13.6%[57.1 µM]	-4.8	-0.5	6.9%	-0.6
CCc1nnc(NS(=O)(=O)c2ccc(NC(=O)CCC(=O)O)cc2)s1	21.9	11.4%	-0.2%	-2.8	-4.9%	3.3	0.4	-11.2%	0.6
CCOc1ccc(-n2c(=S)sc3c(=O)[nH]c(SCC(=O)N4CCC(C)CC4)nc32)cc1	14.5	-1.9%	-1.0%	-0.4	-1.5%	3.5	-0.5	?	-0.2
CCC(CC)NC(=O)c1n[nH]c(=O)c2ccccc12	-0.8	-0.3%	1.9%	-3.8	-5.4%	-4.0	-0.5	-21.6%	0.8
CC(C)[C@H](NC(=O)C1CCN(S(=O)(=O)c2ccc(F)cc2)CC1)C(=O)NCc1ccco1	-6.3	-4.9%	-1.9%	-1.1	-2.3%	-0.1	-1.1	-26.6%	-0.8
O=C(Cc1ccc(-n2c(=O)[nH]c3ccsc3c2=O)cc1)N1CCN(c2ccc(Cl)cc2)CC1	3.0	7.2%[57.1 µM]	1.1%	-1.6	-21.9%[57.1 µM]	1.4	-1.0	-17.8%	-1.0
Cc1ccc2nc(SCC(=O)Nc3ccc4c(c3)OCCO4)[nH]c2c1	-1.4	7.0%	-2.7%	4.8	-0.8%	0.6	0.2	-10.5%	0.1
O=C(Nc1ccccc1NC(=O)c1ccc(F)cc1)c1ccc(F)cc1	0.6	13.7%	5.9%	-1.9	3.5%	-7.5	0.1	-18.3%	1.1
COc1cccc(CC(=O)Nc2ccc(S(=O)(=O)Nc3nc(C)cc(C)n3)cc2)c1	19.0	11.8%[57.1 µM]	0.6%	2.8	5.5%	-3.6	-0.9	-11.7%	-0.1

Of the compounds above, 2 have a furan ring, fused or not:
smiles	D2 antag	rTrxR1 inhibitor	mIDH1 inhibitor	PI4K2A inh	TrxR1 substrate	TRHR PAM	TRHR agonist	USP1 inh	D2 ag
CC(C)CC(c1nnnn1Cc1ccco1)N1CCN(C2CCCC2)CC1 (centres undefined)	-16.4	-2.5%	-1.3%	-6.1	5.6%[57.1 µM]	2.1	0.3	-20.5%	0.2
CC(C)[C@H](NC(=O)C1CCN(S(=O)(=O)c2ccc(F)cc2)CC1)C(=O)NCc1ccco1	-6.3	-4.9%	-1.9%	-1.1	-2.3%	-0.1	-1.1	-26.6%	-0.8

The list goes on.
mol | D2 antag | rTrxR1 inhibitor | mIDH1 inhibitor | PI4K2A inh | TrxR1 substrate | TRHR PAM | TRHR agonist | USP1 inh | D2 ag
C#CC(CC)(CC)NC(=O)NC1CCCCC1 | -6.6 | -0.8% | 6.7% | 7.3 | -7.9% | 11.1 | -0.3 | -19.1% | -1.8
Cc1cccc(-n2nc3c(c2NC(=O)c2cc4ccccc4o2)CS(=O)(=O)C3)c1 | -20.4 | -8.4% | 3.3% | 1.5 | -6.9% | -1.5 | 0.1 | -3.9% | -1.5
COc1cccc(-c2nnc(NC(=O)CCS(=O)(=O)c3ccc(C)cc3)o2)c1 | 20.0 | 9.5% | 0.0% | 3.3 | 8.5% | 1.9 | -0.2 | -21.2% | -0.9
Cc1ccccc1S(=O)(=O)/N=C(/c1ccccc1)N1CCOCC1 | -3.6 | 16.4%[57.1 µM] | -2.6% | -3.3 | 3.9%[57.1 µM] | -3.4 | -0.2 | ? | -1.0
Cc1ccc(C)c(OCCC(=O)OCC(=O)NNC(=O)c2ccccc2)c1 | -2.3 | 9.2% | 10.2% | 4.7 | -5.0% | -2.9 | 0.4 | -12.7% | 0.0
CNc1ccccc1C(=O)OC | . | 65.5% | 9.8% | 5.7 | 48.4% | 1.6 | -0.4 | -14.0% | .
O=C(NC(=S)Nc1cc([N+](=O)[O-])ccc1O)C1CC1 | 5.0 | ? | 12.4% | 0.9 | -24.1% | 1.6 | -0.1 | -20.2% | -1.3
CCC(=O)c1ccc(OCC(=O)OCC(=O)NCC2CCCO2)cc1 (centres undefined) | -6.4 | -1.3% | -16.0% | 0.2 | -6.7% | -4.1 | -0.8 | -7.5% | 0.3

From PubChem BioAssay
